NPSR antagonist – antagonists of human neuropeptide S receptor cAMP signaling. Q6W5P4. CHO-NPSR cells, cAMP TR-FRET, antagonist mode. Potency, µM (highest dose often 38.3 µM), for inactives: at the top dose activity change, negative = inhibition, hits mostly inhibitors. 220,000 compounds, 1% hits. AID 1461; note: % is set by controls: 0 for no effect and ±100 for the full control effect; nearly all actives have a fitted effect of over 50% in size; many of its hits are not listed in these tables
Target sequence (Q6W5P4 whole entry, looked up): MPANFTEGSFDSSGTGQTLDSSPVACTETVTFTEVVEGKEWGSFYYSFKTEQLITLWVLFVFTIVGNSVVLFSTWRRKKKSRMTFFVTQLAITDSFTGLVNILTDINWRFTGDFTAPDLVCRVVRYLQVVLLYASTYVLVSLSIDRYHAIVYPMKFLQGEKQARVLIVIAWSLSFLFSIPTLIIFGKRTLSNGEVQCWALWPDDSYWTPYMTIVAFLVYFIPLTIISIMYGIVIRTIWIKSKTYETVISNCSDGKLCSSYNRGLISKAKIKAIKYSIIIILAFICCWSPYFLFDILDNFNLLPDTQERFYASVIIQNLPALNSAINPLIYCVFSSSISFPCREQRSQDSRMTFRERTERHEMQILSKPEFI
RECQ1 helicase – inhibitors of human RECQ1 DNA helicase | Potency, µM (titrated, usually from 57.3 µM), for the others: at the top dose activity, negative = inhibition, most hits filed as inhibitors | 240,000 compounds, 0.54% hits | P46063 | RECQ1 DNA unwinding, red fluorescence kinetic read;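 note: plate controls were vehicle for no effect and no enzyme for full effect; nearly all actives have a fitted effect of over 30% in size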
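50 nM RECQ1T1 preincubated 15 min with compound in Tris pH 8.0 buffer with MgCl2, DTT, Tween-20 and 2.5 ug/ml poly(dI-dC); started with 200 nM TAMRA/BHQ-2 forked duplex and 2 mM ATP. Unwinding read as fluorescence (525/598 nm), two reads 2 h apart.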
Epigenetic derep – regulators of epigenetic silencing causing reporter derepression in mouse cells; murine LDR cells, GFP reporter derepression, 30 h; Potency, µM (titrated, usually from 53.9 µM), for inactives: at the top dose GFP activation, hits mostly activators; 280,000 compounds, 0.2% hits; AID 1865; note: % of control where 0% means no effect; nearly all actives have a fitted effect of over 60% in size
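Murine LDR cells carrying a silenced, genomically integrated CMV-driven GFP reporter were exposed to compound for 30 hours at 37 C. After PBS washes, GFP-positive cells (20–120 um objects) were counted by laser-scanning microplate cytometry.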
SMN2 splice enh – enhancers of SMN2 splice variant expression; 210,000 compounds, 2.8% hits; Potency, µM (highest dose often 46.1 µM), for the others: at the highest dose activity change, positive = activation, hits mostly activators; AID 1458; HEK293 SMN2-luciferase splicing reporter, luminescence, 30-36 h; note: % of control where 0% means no effect; nearly all actives have a fitted effect of over 55% in size
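qHTS luciferase splicing reporter: luminescence rises when SMN2 exon 7 is included in transfected HEK293 cells. Compound exposure lasted 30-36 h at 37C, with 4.5 mM final sodium butyrate as control, followed by a ONE-Glo read.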
GoLoco inh red – RGS12 GoLoco-Gai1 interaction inhibition. P63096. Gai1:RGS12 GoLoco peptide FP, rhodamine, 10 min. Potency, µM (series often up to 61.6 µM), without a hit: top-dose activity, negative = inhibition, actives largely listed as inhibitors. 230,000 compounds, 0.44% hits. AID 880; active = well fitted inhibition curve with a large enough effect, not every such curve was filed as active; inactive = no such curve, though single readings can be large or run the other way; note: % is set by controls: 0 for no effect and ±100 for the full control effect; nearly all actives have a fitted effect of over 30% in size; many of its hits are not listed in these tables
Target sequence (P63096 whole entry, looked up): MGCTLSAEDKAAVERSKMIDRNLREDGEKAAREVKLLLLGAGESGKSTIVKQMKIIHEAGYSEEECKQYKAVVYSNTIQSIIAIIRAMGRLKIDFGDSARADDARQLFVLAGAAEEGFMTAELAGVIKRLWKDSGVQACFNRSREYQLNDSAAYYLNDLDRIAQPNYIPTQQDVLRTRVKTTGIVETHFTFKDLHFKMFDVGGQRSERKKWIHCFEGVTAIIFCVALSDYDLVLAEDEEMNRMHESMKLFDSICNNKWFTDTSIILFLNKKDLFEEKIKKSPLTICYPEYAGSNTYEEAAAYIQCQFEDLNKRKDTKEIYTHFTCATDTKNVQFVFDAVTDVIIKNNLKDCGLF
IMPase Li cell – cell-permeable IMPase inhibitors with lithium potentiation; CHO-M1 cells, IP1 TR-FRET (IP-One), carbachol + lithium; Potency, µM (top dose mostly 59.4 µM), for inactives: at the highest dose activity, negative = IMPase inhibition, actives largely listed as inhibitors; 210,000 compounds, 0.35% hits;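 note: IP1 builds up when IMPase is blocked and the TR-FRET signal falls; plate controls were basal vehicle for no effect and high inhibitor control for full effect; nearly all actives have a fitted effect of over 50% in size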
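CHO-M1, 2000 cells/well, 16–30 h culture; cpd + low Li+, 30 min 37C; lysis with d2-IP1/Eu-anti-IP1 Ab, 10 min RT; TR-FRET 665/620 ratio and 620 channel; AC50 via Hill.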
KinaseGlo FLuc – counter-screen: inhibitors of Kinase-Glo firefly luciferase; Q27757; Kinase-Glo luciferase, ATP luminescence, 8 min; Potency, µM (highest dose often 38.3 µM), without a hit: top-dose activity change, negative = inhibition, most hits filed as inhibitors; AID 1379; 200,000 compounds, 0.28% hits; note: % is set by controls: 0 for no effect and ±100 for the full control effect; nearly all actives have a fitted effect of over 60% in size
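Kinase-Glo luciferase light output from ATP and luciferin was measured with 10 uM ATP, within the enzyme's linear range. Buffer: 50 mM imidazole pH 7.2, 50 mM KCl, 7 mM MgCl2, 0.01% Tween 20, 0.05% BSA; luminescence read after 8 min at ambient temperature.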
JMJD2E inh – blocks human JMJD2E demethylase activity; B2RXH2; JMJD2E catalytic domain, FDH-coupled NADH fluorescence (FDH is formaldehyde dehydrogenase); Potency, µM (doses to about 57.1 µM), without a hit: top-dose activity change, negative = inhibition, usual class: inhibitors; 230,000 compounds, 1.6% hits; AID 2147; active = well fitted inhibition curve with a large enough effect, not every such curve was filed as active; inconclusive = small, poorly fitted or top-dose-only effect, or another doubt; inactive = no such curve, though single readings can be large or run the other way;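 note: 0% = wells with enzyme and -100% = buffer wells without enzyme; nearly all actives have a fitted effect of over 50% in size; many of its hits are not listed in these tables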
Target sequence (B2RXH2 1-337 limits assumed): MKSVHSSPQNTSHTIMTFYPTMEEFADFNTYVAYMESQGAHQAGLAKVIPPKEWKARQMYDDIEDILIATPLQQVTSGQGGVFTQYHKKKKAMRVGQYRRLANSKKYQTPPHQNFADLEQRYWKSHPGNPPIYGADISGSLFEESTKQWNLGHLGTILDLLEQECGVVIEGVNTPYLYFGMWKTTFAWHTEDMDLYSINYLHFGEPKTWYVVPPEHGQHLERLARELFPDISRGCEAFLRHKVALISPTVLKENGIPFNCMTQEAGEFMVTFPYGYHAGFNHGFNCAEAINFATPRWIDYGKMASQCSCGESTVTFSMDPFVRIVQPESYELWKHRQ
Starred values were filed as active, the others as inactive; i = inactive; ? = inconclusive; . = no result given; [ ] = another dose, or the depositor's remark. Unless noted, calls come from the whole dose curve; as a rule, active = well fitted curve in the direction sought with a large enough effect; inconclusive = small, poorly fitted or top-dose-only effect, or another doubt; inactive = no such curve, though single readings can be large; an effect the other way counts as inactive or inconclusive. Potency is the fitted concentration of half-maximal effect. A portion of the library, so the mix of outcomes need not match the whole.

Values run as follows: NPSR antagonist	RECQ1 helicase	Epigenetic derep	SMN2 splice enh	GoLoco inh red	IMPase Li cell	KinaseGlo FLuc	JMJD2E inh
1. O=C(COC(=O)CCCN1C(=O)c2ccccc2C1=O)Nc1ncc(Cl)cc1Cl
→ -23%[46.1 µM]	-5%	0.6%	0%	6%	-7%[38.3 µM]	9%	3%
2. Cc1cccc(C(=O)NNC(=O)c2cc3cc4ccccc4nc3s2)c1
→ -20%[46.1 µM]	-3%	0.8%	-2%	6%	5%[38.3 µM]	-2%	-24%
3. O=C(O)CCCSCC(=O)Nc1ccccc1
→ -4%[46.1 µM]	8%	-1.0%	14%	6%	0%[38.3 µM]	-5%	0%
4. O=C(CCS(=O)(=O)c1cccc2nonc12)N1CC(=O)N(CCc2ccccc2)C(=O)C1
→ -6%[46.1 µM]	-4%	0.0%	7%	-11%	40%[38.3 µM]	2%	4%
5. CCOC(=O)c1c(C)[nH]c(N=Nc2ccccc2Cl)c1C
→ -39%	-21%	-3.1%	.	9%	.	.	-28%
6. CCCOC(=O)c1[nH]c2c(c1C)C(=O)CC(c1cc(OC)c(OC)c(OC)c1)C2 (stereo unspecified)
→ -18%[46.1 µM]	-3%	1.4%	-120%[inhibitor]	-2%	2%[38.3 µM]	0%	7%
7. O=C(NCCCn1ccnc1)C(=O)NCC1OCCN1S(=O)(=O)c1ccccc1 (stereo unspecified)
→ 4%	0%	2.3%	-12%	-7%	1%	1%	12%
8. Cc1ccc(OCC(=O)OCC(=O)c2c(N)n(C)c(=O)n(C)c2=O)cc1C
→ 4%[46.1 µM]	-14%	-0.1%	-6%	2%	25%[38.3 µM]	-2%	1%
9. Cc1ccc(C(=O)c2cn[nH]c2-c2ccccc2O)cc1
→ -10%[46.1 µM]	-9%	1.0%	.	.	.	.	3%
10. CSc1nc2ccc(NC(=O)c3ccco3)cc2s1
→ -9%[46.1 µM]	1%	0.0%	.	.	.	.	2%
11. Cc1ccn2c(Nc3ccccc3)c(-c3ccccn3)nc2c1
→ ?	-2%	-0.3%	-71%[inhibitor]	4%	23%	-2%	1%
12. CCCCNS(=O)(=O)c1ccc(NS(=O)(=O)c2c(C)cc(C)cc2C)cc1
→ -14%[46.1 µM]	-18%	-0.3%	17%	-3%	16%[38.3 µM]	-2%	-8%
13. Cc1ccc(CCNC(=O)C2CCCN2S(=O)(=O)c2ccc3c(c2)CCC(=O)N3)cc1 (stereo unspecified)
→ -7%[46.1 µM]	-10%	-0.8%	-11%	7%	10%[38.3 µM]	0%	3%
14. O=S(=O)(c1cccc2cccnc12)N1CCCc2ccccc21
→ 15%	-2%	0.0%	.	-7%	.	.	-3%
15. O=C(NCC1CCCO1)C1CC(=O)N(C2CCCC2)C1 (stereo unspecified)
→ -7%[46.1 µM]	-2%	-1.4%	-21%	-9%	-21%[38.3 µM]	2%	-1%
16. COc1cc(/C=C2/SC(=S)N(CC(=O)Nc3nc4ccccc4s3)C2=O)cc(OC)c1OC
→ -23%[46.1 µM]	-14%	0.0%	-7%	17%	?	-2%	1%
17. COc1cccc(C(=O)C2CCCN(C(=O)c3cccc(C#CC(C)(C)O)c3)C2)c1 (stereo unspecified)
→ -20%	i	0.0%	-20%	15%	5%	-2%	-9%
18. CC1CCCN(C(=O)CSc2cnc3ccccc3n2)C1 (stereo unspecified)
→ ?	i	1.5%	12%	12%	3.2µM*	-2%	1%
19. COc1ccc(C(=O)Nc2c(C)csc2C(=O)O)cc1
→ -14%	i	0.0%	12%	2%	-5%	3%	5%
20. CC#CCN1c2ccccc2[C@]23C[C@@H](C(=O)OC)N(C(=O)CC(C)C)C2=NC(C(=O)OC)=C(C(=O)OC)[C@H]13
→ .	-10%[11.5 µM]	.	1%[9.22 µM]	0%[14.2 µM]	6%	-2%[7.66 µM]	1%[11.4 µM]
21. COc1ccc(C(=O)c2coc3ccc(O)c(CN(C)C)c23)cc1
→ 0%[46.1 µM]	0%	0.8%	-22%	4%	14%[38.3 µM]	-1%	7%
22. Cc1ccc(CN(CC(=O)N/N=C/c2ccco2)S(=O)(=O)c2ccc(C)cc2)cc1
→ -14%[46.1 µM]	-11%	-0.7%	-16%	10%	23%[38.3 µM]	-2%	-6%
23. COCCn1c(SCc2cccnc2)nnc1-c1c[nH]c2ccccc12
→ ?	-6%	-1.3%	22%	-1%	-19%[38.3 µM]	-1%	-2%
24. Cc1ccc(Cn2c(NC(=O)c3ccco3)nc3ccccc32)cc1
→ ?	6%	0.0%	-9%	-8%	-6%[38.3 µM]	-3%	?
25. Cc1cc(NC(=S)N(CCCN2CCOCC2)Cc2ccco2)ccc1Cl
→ -7%	i	-1.0%	-10%	5%	4%	-1%	9%
26. COc1ccc(Br)cc1CN1CCCC(C(=O)N2CCCCC2)C1 (stereo unspecified)
→ -2%[46.1 µM]	-3%	-2.2%	-20%	4%	44%[activator][38.3 µM]	1%	?
27. CCC(=O)N1CN(S(=O)(=O)c2ccc(C)cc2)CC1C (stereo unspecified)
→ 6%[46.1 µM]	i	-0.7%	11%	3%	1%[38.3 µM]	-1%	-8%
28. Nc1c(C(=O)c2ccccc2)sc2nsc(SCCN3CCOCC3)c12
→ ?	-7%	?	.	2%	.	.	-2%
29. CC1Cc2ccccc2N1C(=S)Nc1cccc(S(=O)(=O)N(C)C)c1 (stereo unspecified)
→ -17%	-6%	-2.2%	-9%	8%	4%	3%	-11%
30. CCn1cc(C(=O)Nc2ccc3c(c2)OCCO3)c2cc(OC)c(OC)cc2c1=O
→ -1%[46.1 µM]	-3%	-0.8%	-8%	7%	24%[38.3 µM]	14%	1%
31. CCOc1cc(NC(=S)NCC2CCCO2)c(OCC)cc1NC(=O)c1ccccc1 (stereo unspecified)
→ ?	-8%	2.5%	-27%	4%	22%[38.3 µM]	4%	2%
32. Cc1cccc(-n2nc3c(c2NC(=O)c2ccco2)CSC3)c1C
→ -9%[46.1 µM]	-1%	0.0%	-25%	12%	10%	2%	-1%
33. O=C(C1=C[C@@H](C2CCCCC2)C[C@@H](OCc2ccc(CO)cc2)O1)N1CCOCC1
→ 20%	-10%	0.2%	.	0%	7%	.	4%
34. CC(=O)c1ccc(NC(=O)CSC(=S)N2CCCC2)cc1
→ -2%	i	0.0%	.	9%	10%	-2%	5%
35. Cn1cc(Cl)c(C(=O)Nc2cccc(Cl)c2Cl)n1
→ -12%[46.1 µM]	6%	4.3%	56%	-25%	13%[38.3 µM]	1%	-8%
36. Cc1ccc(N(C(=O)Cc2cccs2)C2C=CS(=O)(=O)C2)cc1Cl (stereo unspecified)
→ -6%	0%	-6.2%	-9%	-3%	4%	0%	4%
37. O=C(CCCN=C1NS(=O)(=O)c2ccccc21)OCC(=O)N1CCc2ccccc21
→ -6%[46.1 µM]	i	-0.2%	-6%	9%	-2%[38.3 µM]	0%	-2%
38. COc1cccc(NC(=S)NCCCN2CCOCC2)c1
→ 9%	-6%	-0.9%	4%	2%	6%	1%	4%
39. COc1ccccc1-c1cc(C(F)(F)F)nc(N2CCOCC2)n1
→ -24%[46.1 µM]	i	-1.2%	-17%	7%	9%[38.3 µM]	-2%	?
40. Cn1c(N)c(C(=O)COC(=O)c2ccc3c(c2)C(=O)N(c2ccc(Cl)cc2)C3=O)c(=O)n(C)c1=O
→ 8%	i	1.1%	11%	12%	18%	0%	-2%
41. CCOC(=O)c1c(C)[nH]c(C)c1C(=O)COc1ncnc2cc([N+](=O)[O-])ccc12
→ 11%	0%	-2.9%	-22%	13%	12%	2%	-10%
42. Cc1c(C(=O)O)c(=O)n(-c2ccccc2)n1-c1ccccc1
→ 1%	i	-1.4%	1%	-1%	-5%	0%	-10%
43. COc1ccc(OC)c(/C=N/Nc2cc(C)nc(N3CCOCC3)n2)c1
→ -6%	-2%	-1.1%	.	-1%	.	.	?
44. N#Cc1ccccc1-c1cncnc1NCc1cccnc1
→ .	i	-0.9%	2%	-2%	12%	-4%	-3%
45. COc1ccc(S(=O)(=O)N(C)CC(=O)NCc2cccnc2)cc1C
→ -4%[46.1 µM]	-9%	1.8%	-3%	4%	19%[38.3 µM]	1%	4%
46. Cc1ccc(C)n1-c1cccc(N)c1
→ -8%[46.1 µM]	-2%	5.5%	20%	22%	-4%[38.3 µM]	-2%	?
47. O=C1CCc2cc(S(=O)(=O)N3CCC(C(=O)NC4CCCCCCC4)CC3)ccc2N1
→ -25%[46.1 µM]	-7%	0.8%	-2%	27%	?	5%	-1%
48. CC(=O)Nc1ccc(NC(=O)C(C)OC(=O)C2CCN(S(=O)(=O)c3cccs3)CC2)cc1 (stereo unspecified)
→ 4%	-1%	-1.0%	.	-1%	.	.	-3%
49. COc1cc(/C=C2\C(=O)N(c3ccc(NC(C)=O)cc3)N=C2c2ccccc2)ccc1O
→ -44%	30%[activator]	0.0%	5%	101%[activator]	4%	-12%	-26%
50. COc1ccccc1NC(=O)NCCCN1CCN(c2cccc(Cl)c2)CC1
→ -13%	-8%	0.0%	6%	-2%	5%	0%	-1%
51. CCOC(=O)CCC(=O)Nc1ccc(S(=O)(=O)N2CCCC2)cc1
→ -6%[46.1 µM]	-1%	0.0%	-14%	3%	-1%	0%	6%
52. CCc1cccc(C)c1NC(=O)COn1nnc2ccc(C(F)(F)F)cc21
→ -26%	-5%	1.1%	-3%	1%	12%	5%	-1%
53. CN(C(=O)CSc1nnnn1-c1ccc(O)cc1)C1CCS(=O)(=O)C1 (stereo unspecified)
→ 4%	-3%	-0.6%	4%	5%	4%	-1%	10%
54. CCOC(=O)N1CCC(Nc2c(NCCN3CCN(c4ccccc4F)CC3)c(=O)c2=O)CC1
→ -5%[46.1 µM]	-5%	-4.1%	-20%	5%	-3%[38.3 µM]	0%	10%
55. Cc1ccc(O)c(NC(=O)CSc2ccc(Cl)cc2)c1
→ -15%	i	-0.3%	-15%	16%	9%	0%	-5%
56. Nc1ncccc1OCc1ccc(Cl)c(Cl)c1
→ 29%	-12%	-2.0%	.	346%[activator]	.	.	-1%
57. O=C(COc1ccc(Br)cc1)N/N=C1/SCC(=O)N1Cc1ccccc1
→ -11%	4%	-1.0%	-7%	-8%	6%	0%	1%
58. Cc1cc2cc(C=O)c(Cl)nc2cc1C
→ -3%[46.1 µM]	-6%	0.0%	24%	4%	-3%[38.3 µM]	-7%	4%
